RmlCD inh 1536 – inhibitors of Mycobacterium tuberculosis RmlC and RmlD coupled enzymes. P9WH09+P9WH11. RmlC+RmlD coupled enzyme assay, percent inhibition; primary screen in compound mixtures. inhibition, % at 3.6 µM. hit rate 0.03% among 160,000; in the data active means inhibition mostly above about 34%, no sharp cut-off; inconclusive means no clear call, values can overlap the other calls; inactive means mostly below about 22%; further: some results filed as inactive read as strong as hits
Target sequence (P9WH09 whole entry, looked up): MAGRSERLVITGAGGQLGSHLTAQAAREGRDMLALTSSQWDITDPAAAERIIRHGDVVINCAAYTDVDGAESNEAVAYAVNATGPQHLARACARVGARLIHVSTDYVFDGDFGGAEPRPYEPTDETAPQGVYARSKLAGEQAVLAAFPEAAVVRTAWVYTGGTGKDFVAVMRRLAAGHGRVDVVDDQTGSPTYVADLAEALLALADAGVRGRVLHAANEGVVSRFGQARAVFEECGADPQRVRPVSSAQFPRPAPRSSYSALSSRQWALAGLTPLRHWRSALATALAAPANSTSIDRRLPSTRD
Target sequence (P9WH11 whole entry, looked up): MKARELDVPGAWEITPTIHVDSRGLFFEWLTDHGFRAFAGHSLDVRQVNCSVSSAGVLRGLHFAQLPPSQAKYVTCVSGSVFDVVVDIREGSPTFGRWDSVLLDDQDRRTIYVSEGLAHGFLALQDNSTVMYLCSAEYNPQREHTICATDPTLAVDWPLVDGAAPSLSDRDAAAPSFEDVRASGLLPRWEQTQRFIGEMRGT
M. tuberculosis GlmU – inhibition of mycobacterial GlmU enzyme – biochemical, glucosamine-1-phosphate acetyltransferase (AID 1376). M. tuberculosis GlmU acetyltransferase enzyme assay; higher % means a stronger effect. inhibition, %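 (tested at 30 µM in the primary screen)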, or IC50 in µM where a hit was titrated. hit rate 0.25% among 220,000; in the data active means inhibition above about 13%; inconclusive means no clear call, values can overlap the other calls;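 further: 0% = complete reaction with vehicle and 100% = reaction without substrate; strong numbers were not always called active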
Active calls of the source: *; u = inconclusive; x = not tested or not shown.

SMILES	RmlCD inh 1536	M. tuberculosis GlmU
CCOC(=O)C(C)N1C(=O)S/C(=C/c2ccc3c(c2)n(C)c(=O)n3C)C1=O (stereo unspecified)	2	8.6%
Nc1nc(CN2CCN(c3cccc(Cl)c3)CC2)nc(N2CCCc3ccccc32)n1	-9	-4.3%
N#Cc1cc(-c2ccccc2)nc(NN)n1	x	-6.6%
COC(=O)/C=C1\N/C(=N\c2nc(C)cc(C)n2)N(c2ccccc2)C1=O	11	-0.1%
O=C(c1cc(-c2ccccc2)on1)N1CCN(Cc2ccc3c(c2)OCO3)CC1	11	-2.0%
CC1(C)CC(=O)C=C(Nc2ccc(Br)cn2)C1	x	0.4%
CCc1nnc(NC(=O)c2ccc3nc(CC)c(CC)nc3c2)s1	36	6.2%
COC(=O)c1c(C)[nH]c(C(=O)/C=C/c2cccc(Cl)c2)c1C	3	-4.0%
O=C(Cn1nc(Cc2cccnc2)c2ccccc2c1=O)NCc1ccc2c(c1)OCO2	9	2.3%
COC(=O)c1c(NC(=O)C(Cl)Cl)sc2c1C(C(=O)OC)CC2 (stereo unspecified)	16	-2.9%
N#CCSc1nnc(-c2sc3ccccc3c2Cl)o1	8	-4.3%
O=C(c1cccc([N+](=O)[O-])c1)c1cc2ccccc2o1	-14	1.3%
CCC(Nc1nc(-c2ccccc2)nc2ccccc12)C(=O)O (stereo unspecified)	x	5.9%
CCc1ccc2nc(N)sc2c1	14	4.3%
CCOC(=O)C1(CCOC)CCN(Cc2ccc(C(=O)OC)cc2)CC1	-6	0.5%
CCC(C)COC(=O)c1ccc(C(=O)O)cc1 (stereo unspecified)	6	x
CCOC(=O)C1=C(CSc2nc(C)cc(C)c2C#N)OC(N)=C(C#N)C1c1cccs1 (stereo unspecified)	x	3.5%
O=C(c1ccc([N+](=O)[O-])o1)N1CCc2ccccc2C1	x	-3.5%
CC(C)c1nc2sc3c(c2c(=O)o1)CCCC3	x	2.4%
CCOC(=O)C(NC(C)=O)(Nc1ccc(S(=O)(=O)Nc2ncccn2)cc1)C(F)(F)F (stereo unspecified)	3	-3.2%
NC(=O)c1ccccc1OCCOCCOCCOc1ccccc1C(N)=O	-3	-2.9%
CNc1nc(Cl)nc(Nc2ccccc2)n1	3	-7.6%
N/C(Cc1ccc([N+](=O)[O-])cc1)=N\OC(=O)c1cccc(Br)c1	15	3.4%
Cc1oc2ccc(O)cc2c1C(=O)c1ccc([N+](=O)[O-])cc1	u	-4.3%
CC(C)(C)[C@@H]1C=C(C(N)=O)O[C@H](OCCCCO)C1	x	-7.0%
O=C(CSc1nnc(SCc2ccccc2)s1)N/N=C/C=C\c1ccco1	-10	6.1%
CSc1nc2nc3c(c(=O)n2[nH]1)CCC3	9	2.1%
COc1cccc(C(=O)/C=C/Nc2ccc(S(=O)(=O)Nc3nc(C)cc(C)n3)cc2)c1	3	2.1%
COc1ccccc1/C=C\C=N\n1c(C2CCCCC2)n[nH]c1=S	-6	1.8%
COc1ccc2c(c1)c(=O)c(Br)c(C)n2Cc1ccccc1	11	7.3%
COc1ccc(OCC(=O)Nc2ccccc2O)cc1	-6	-1.5%
Oc1c(C(c2cccs2)N2CCN(c3ccccc3)CC2)sc2ncnn12 (stereo unspecified)	x	2.6%
O=S(=O)(c1ccccc1)c1cnn(-c2ccccc2)c1-c1ccc(Cl)cc1	-11	2.7%
O=C(COC(=O)c1cccc(S(=O)(=O)N2CCN(c3ccccc3)CC2)c1)NCC1CCCO1 (stereo unspecified)	x	4.1%
CCCC(=O)Nc1ccc(C(=O)Nc2cc(C(F)(F)F)ccc2Cl)cc1	7	-2.9%
CC1=C(C(=O)Nc2cccnc2)C(c2cccnc2)n2nc(-c3cccs3)nc2N1 (stereo unspecified)	17	1.7%
FC(F)(F)COc1ccc(-c2nnc(SCc3ccccc3)o2)cn1	6	0.3%
CCCN(CCC)CCCNC(=O)c1cc2cc3ccc(OC)cc3nc2o1	5	x
CCOC(=O)C1CCN(C(=O)Nc2ccc(OC(F)(F)F)cc2)CC1	8	3.2%
CCNC(=O)CSc1nc(-c2ccccc2)cs1	-2	3.7%
COC(=O)c1sccc1NC(=O)CC1C(=O)NCCN1C(=O)Nc1ccc(OCc2ccccc2)cc1 (stereo unspecified)	-10	3.7%
O=C(Cc1ccccc1)N/N=C/c1ccccc1Cl	x	1.0%
COc1ccc(NC(=O)N[C@@H](CCSC)C(=O)O)cc1OC	6	-0.8%
COc1ccc(/C=N/N=C2/SCC(=O)N2Cc2ccccc2)cc1	7	-5.0%
CCOC(=O)Cc1csc(NC(=O)CCCN2C(=O)c3ccccc3C2=O)n1	x	2.4%

4 entries from above, reformatted.
Nc1nc(CN2CCN(c3cccc(Cl)c3)CC2)nc(N2CCCc3ccccc32)n1
- RmlCD inh 1536: -9
- M. tuberculosis GlmU: -4.3%

N#Cc1cc(-c2ccccc2)nc(NN)n1
- RmlCD inh 1536: x
- M. tuberculosis GlmU: -6.6%

COC(=O)/C=C1\N/C(=N\c2nc(C)cc(C)n2)N(c2ccccc2)C1=O
- RmlCD inh 1536: 11
- M. tuberculosis GlmU: -0.1%

O=C(c1cc(-c2ccccc2)on1)N1CCN(Cc2ccc3c(c2)OCO3)CC1
- RmlCD inh 1536: 11
- M. tuberculosis GlmU: -2.0%

The main list resumes, starting 3 compounds before the break.
SMILES	RmlCD inh 1536	M. tuberculosis GlmU
COc1ccc(NC(=O)N[C@@H](CCSC)C(=O)O)cc1OC	6	-0.8%
COc1ccc(/C=N/N=C2/SCC(=O)N2Cc2ccccc2)cc1	7	-5.0%
CCOC(=O)Cc1csc(NC(=O)CCCN2C(=O)c3ccccc3C2=O)n1	x	2.4%
CN1CCN(c2ccc(C(=O)NC3CCCCC3)cc2[N+](=O)[O-])CC1	8	4.2%
Cc1ccc(C)c(NC(=O)CSc2nnc(C)c(=O)n2N)c1	6	1.4%
COc1cc(NC(C)=O)ccc1-c1cc2ccccc2oc1=O	-10	-1.3%
CC(=O)C1C(c2ccc(O)cc2)NC(=O)NC1(O)C(F)(F)F (stereo unspecified)	x	-4.3%
COc1cc(C(N)=O)ccc1OCc1ccccc1	5	-2.5%
CC(NC(=O)c1cc(-c2ccccc2)nc2ccccc12)C1CCCO1 (stereo unspecified)	-11	-0.3%
Cc1ncc(S(=O)(=O)c2ccccc2)c(-c2ccccc2Cl)n1	x	4.9%
CCOC(=O)c1cnc2c(OC)cccc2c1N1CCN(c2ccc(OC)cc2)CC1	-10	0.1%
Cc1nc2ccc(NC(=S)NCc3ccccc3)cc2nc1C	-7	2.7%
Cc1cc(NC(=O)CN(C)S(=O)(=O)c2cccc(Cl)c2)no1	-7	-1.9%
CC(C)Cc1c2c([nH]c(=S)c1C#N)CCCC2	6	6.6%
O=C(O)c1ccc2c(=O)[nH]c(CN3CCOCC3)nc2c1	-3	x
CN(C)CCC1CCN(c2cc(C#N)c(C#N)cc2[N+](=O)[O-])CC1	10	-0.2%
COc1ccc2c(c1)O[C@H](c1ccc3c(c1)OCO3)[C@@H](O)C2=O	x	1.6%
CCC(C)c1ccc2oc(-c3ccc(NC(=O)Cn4cnc5c(=O)n(C)c(=O)n(C)c54)cc3)nc2c1 (stereo unspecified)	-3	-0.4%
COc1ccccc1/C=C/C(=O)N1CCC(c2ccccc2)C1 (stereo unspecified)	x	4.0%
CCn1c(C)cc(/C=C2/SC(=S)NC2=O)c1C	-4	1.4%
COc1ccc(/C=N/NC(=O)c2ccc(CSc3nncn3C)cc2)cc1OC	-11	-0.5%
CC(=O)CC(C)(C)S(=O)(=O)c1ccc(Oc2ccc(S(=O)(=O)C(C)(C)CC(C)=O)cc2)cc1	x	-3.6%
Oc1ccc(/C=N/Nc2nc(-c3cccnc3)nc3ccccc23)c(O)c1	15	-3.0%
COCCSc1ccccc1C(=O)NCc1cccnc1	x	-0.6%
CCC(C)NC(=O)c1ccccc1-c1ccccc1C(=O)NC(C)CC (stereo unspecified)	x	6.8%
CCOC(=O)c1cn(CC)c2cc(N3CCOCC3)c(F)cc2c1=O	13	7.3%
CC(C)c1ccc(NC(=O)N2CCc3ccccc3C2)cc1	7	-1.7%
Brc1ccc(-n2cc(-c3ccccc3)c3c(NN4CCOCC4)ncnc32)cc1	-54	-0.9%
COCCCn1nnnc1SCC(=O)Nc1ccc2c(c1)OCCO2	x	0.9%
Cc1ccc(-c2cc(-c3n[nH]c(=S)n3C)c3ccccc3n2)cc1	9	0.5%
COc1cc(OC)c(N(C)C(=O)CCNC(=O)Cn2cnc3ccccc3c2=O)cc1Cl	2	1.4%
CCOc1ccccc1N1CCN(c2nc3ccccc3nc2C(C#N)C(=O)OC)CC1 (stereo unspecified)	16	2.3%
Cc1cccc(NC(=O)C2CCCN(c3nc(C)cc(C)n3)C2)c1 (stereo unspecified)	28	7.3%
COc1ccccc1N1CCN(C2CCN(C(=O)COc3ccccc3)CC2)CC1	28	1.1%
CC(NC(=O)c1cc(=O)[nH]c2ccc(Br)cc12)c1ccccc1 (stereo unspecified)	4	-3.5%
O=C1c2ccccc2C(=O)N1n1cccc1	55	2.4%
O=C(CSc1nnc2sc3ccccc3n12)c1ccco1	11	5.0%
O=C(CSc1nc2ccccc2o1)N/N=C/c1ccc(O)c(O)c1	0	15%
Cc1ccc2nc3c(cc(C(=O)NCCCn4ccnc4)n3C)c(=O)n2c1	x	-0.7%
CCOC(=O)C1=C(N)Oc2cc(O)ccc2C1c1cccc([N+](=O)[O-])c1 (stereo unspecified)	x	1.9%
CCc1cc(=O)oc2c(C)c(OS(C)(=O)=O)ccc12	x	3.9%
O=C(c1cccs1)c1cn(CC(=O)N2CCc3ccccc3C2)c2ccccc12	-8	0.0%
Cc1ccc(Oc2nc(-c3ccccn3)nc3ccccc23)cc1	-10	4.3%
Cc1ccc(-c2nc(N)n(S(=O)(=O)c3ccc(C)cc3)n2)cc1	-10	0.9%
CCOC(=O)NC(O)C(=O)c1cccs1 (stereo unspecified)	-7	1.2%
COc1ccc(-n2c(SCC(=O)NCc3ccco3)nc3c([nH]c4ccccc43)c2=O)cc1	5	-4.8%
CCOC(=O)c1cnn(-c2cc(Oc3ccccc3C)ncn2)c1N	x	-13%
CNS(=O)(=O)c1cccc(C(=O)OCC(=O)Nc2ccc(N3CCCCC3)cc2)c1	21	-3.9%

Taken from above.
O=C(CSc1nnc2sc3ccccc3n12)c1ccco1 in M. tuberculosis GlmU is listed with 5.0%
CCc1cc(=O)oc2c(C)c(OS(C)(=O)=O)ccc12 in M. tuberculosis GlmU is listed with 3.9%
COc1ccc(-n2c(SCC(=O)NCc3ccco3)nc3c([nH]c4ccccc43)c2=O)cc1 in M. tuberculosis GlmU is listed with -4.8%

(next part)
SMILES	RmlCD inh 1536	M. tuberculosis GlmU
C=CCn1c(N/N=C/c2ccc(O)cc2)nc2ccccc2c1=O	10	0.7%
COc1cc(OC)c(C(=O)OCC(=O)NCCc2ccccc2)cc1OC	-7	6.2%
CSC1=N/C(=C\c2ccc3c(c2)OCO3)C(=O)S1	x	-6.0%
CCOC(=O)c1ccc(NC(=S)NCc2ccco2)cc1	-9	0.9%
OCC(O)CN(c1ccccc1)c1ccccc1 (stereo unspecified)	16	2.9%
CCC(=O)Nc1ccc2c(c1)nc1n2CCSC1	-7	1.0%
COc1ccc(NC2=NC(C)(C)CS2)cc1	x	-5.6%
COc1ccc(C2=NN(c3nc4ccccc4s3)C(=O)/C2=C\N(C)C)cc1	7	-0.1%
CN(/C=C/c1c([N+](=O)[O-])c(=O)n(C)c(=O)n1C)c1ccccc1	-1	1.5%
Cc1ccc(C(=O)NC2CCN(C(=O)NC3CCCCC3)CC2)cc1	x	-0.5%
COc1ccccc1-c1nnc(SCC(=O)Nc2ccc(S(N)(=O)=O)cc2)n1N	-5	-0.4%
NS(=O)(=O)c1cccc(NC(=O)COc2ccc([N+](=O)[O-])cc2)c1	-2	-6.3%
CCOc1ccc(S(=O)(=O)c2c(C(=O)c3ccccc3)cnc3cc4c(cc23)OCCO4)cc1	-5	0.9%
CNCCc1ccc(O)c(O)c1	x	-2.9%
Oc1ccc(/C=N/NC(=S)NC2CC3CCC2C3)cc1 (stereo unspecified)	-1	0.4%
CCCCn1nc(C(=O)N2CCc3ccccc32)c2ccccc2c1=O	x	-0.8%
N#Cc1c(N)nc(N2CCCC2)c(C#N)c1-c1ccc(Cl)cc1	-4	-3.6%
O=S(=O)(CCc1nnc(-c2ccc(Br)cc2)o1)c1ccc(Cl)cc1	x	-1.7%
CCCCCCN=C(C)c1c(O)n(Cc2ccccc2)c(=O)[nH]c1=O	x	-0.6%
CC1(OC(=O)c2cccs2)C(=O)C=C2C=C(C3CC3)OC=C2C1=O (stereo unspecified)	x	3.5%
CC1(C)Cc2nc3sc4c(SCC(=O)O)ncnc4c3cc2CO1	7	-2.0%
CCOC(=O)Cc1csc(SCC(=O)NC2CCCCC2)n1	7	0.9%
CCN1CCCC1CNC(=O)CCc1nnc(CCC2CCCCC2)o1 (stereo unspecified)	-7	-4.4%
CCN1CCN(C(=O)/C=C/c2ccc3c(c2)OCO3)CC1	-1	-2.2%
CCn1nc(C)c(Br)c1-c1nc(CS(=O)(=O)c2ccc(F)cc2)no1	33	-0.4%
Cc1ccc(SCC(=O)NC2CCS(=O)(=O)C2)cc1 (stereo unspecified)	4	0.7%
CN(C(=S)Nc1ccc(Oc2ccccc2)cc1)C1CCCCC1	9	-2.0%
C=CCN(C(=O)Nc1ccc2oc(C)nc2c1)c1ccccc1	5	1.9%
COc1ccc(CC(=O)N(C)C2CCCCC2)cc1S(=O)(=O)N1CCOCC1	-14	3.0%
Cc1cccc(Nc2nc(N)c([N+](=O)[O-])c(NCCO)n2)c1	-13	7.5%

Screens as filed in PubChem.

Some of the compounds tested; count on the stated rates, not on these rows.
